hcGAS lum – human cGAS inhibition | recombinant h-cGAS, ATP depletion, Kinase-Glo luminescence | actives 0.081% (n = 290,000) | Q8N884 | inhibition, % at 12.5 µM | AID 1259398;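 also: 0% = vehicle reaction and 100% = reaction without DNA for no activity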
Target sequence (Q8N884 whole entry, looked up): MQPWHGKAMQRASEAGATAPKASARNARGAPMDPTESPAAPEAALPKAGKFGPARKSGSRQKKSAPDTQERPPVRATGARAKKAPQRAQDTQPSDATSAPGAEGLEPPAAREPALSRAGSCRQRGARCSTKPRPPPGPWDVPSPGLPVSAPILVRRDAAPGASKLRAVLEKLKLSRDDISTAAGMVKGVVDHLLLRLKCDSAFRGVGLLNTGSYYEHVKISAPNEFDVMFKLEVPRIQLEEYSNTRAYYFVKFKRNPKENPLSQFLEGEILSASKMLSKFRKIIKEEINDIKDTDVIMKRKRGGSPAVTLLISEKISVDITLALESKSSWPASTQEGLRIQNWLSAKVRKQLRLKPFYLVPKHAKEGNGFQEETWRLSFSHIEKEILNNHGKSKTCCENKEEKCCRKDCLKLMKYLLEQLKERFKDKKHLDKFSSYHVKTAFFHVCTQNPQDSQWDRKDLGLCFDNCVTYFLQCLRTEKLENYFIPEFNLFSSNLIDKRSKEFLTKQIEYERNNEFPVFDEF
NPYLR7 agonist – mosquito NPYLR7 agonism | HEK293T NPYLR7/Galpha15, GCaMP6s calcium fluorescence | activation, % at 10 µM | actives 0.15% (n = 270,000) | AID 1259423; in the data active = activation above about 40%;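 also: 0% = vehicle and 100% = reference agonist at the receptor; some compounds past the cut are filed as inactive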
mcGAS lum – inhibitors of mouse cGAS; recombinant cGAS, Kinase-Glo ATP depletion luminescence; inhibition, % at 12.5 µM; actives 0.15% (n = 160,000);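 also: 0% = negative control wells and 100% = reference inhibitor with no enzyme activity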
* = called active by the depositor; . = no result given; & = joins results of further samples. Rule as the data show it, unless noted: active = inhibition above about 40%; inactive = the rest.

SMILES	hcGAS lum	NPYLR7 agonist	mcGAS lum
CCc1nc2ccc(C(=O)Nc3cccc(OC)c3)cn2c1N(CC)CCN(C)C	-6	-5	-4
CC1CCCCC1NC(=O)C1CCC(CNc2c(N3CCCC3)c(=O)c2=O)CC1 (stereo not given)	-4	6	-3
CCN(CC)C(=O)Oc1ccc2c(ccn2Cc2ccc(I)cc2)c1-c1ccc(C#N)cc1	-1	9	-6
Cc1nc(-c2ccc(O)cc2)no1	-5	1	-7
CCC(C)N(CC1CN(C(=O)Nc2cccc(Cl)c2)CCO1)C(=O)c1ccccc1OC (stereo not given)	0	.	-2
Cc1ccccc1CCN1CCCC(CN(C)C(=O)c2cc(-c3ccccc3)no2)C1 (stereo not given)	-9	0	-11
COc1ccc2oc(=O)n(C3CCN(C(=O)c4ccc5nonc5c4)CC3)c2c1	-3	-9	-7
CCOC(=O)C1(CCc2ccccc2)CCCN(C(=O)C2=CCCC2)C1 (stereo not given)	-6	4	.
COc1ccc(-n2nc(C(C)(C)C)cc2NC(=O)CN(C(=O)c2ccc(Br)cc2)C(C)C)cc1	-1	4	-5
CCN(Cc1noc(C)n1)C(=O)c1cn(-c2ccccc2)nn1	1	-2	.
CC(N)=C(C#N)C(=O)COC(=O)CC12CC3CC(CC(C3)C1)C2	-4	1	.
CCOC(=O)CC(NC(=O)c1cnn(C)c1C)c1cccc(OC)c1 (stereo not given)	-8	1	.
COCCn1c(N2CCCC2)nc2c1c(=O)[nH]c(=O)n2C	7	.	-2
Cc1ccc2nc(SCCN3C(=O)c4ccccc4S3(=O)=O)[nH]c2c1	-4	-4	-7
Cn1c2ccccc2c(=O)c2c(=O)n(Cc3ccco3)c(C3CCCCC3)nc21	0	6	.
Cc1ccc(-n2nnnc2SCC(=O)Nc2ccc3c(c2)CCC3)c(C)c1	-4	7	-8
CC(=O)Nc1cccc(NC(=O)CSc2nc3c(c(=O)n2-c2cc(C)cc(C)c2)SCC3)c1	-5	-4	-7
CCOC(=O)C1CCN(C(=O)CC(c2cccc(OC)c2)c2c[nH]c3c(CC)cccc23)CC1 (stereo not given)	6	9	0
O=C(CCNc1nc(-c2cccc(Br)c2)nc2ccccc12)Nc1ccccc1F	-2	-4	-5
O=S(=O)(NCc1ccccc1OC(F)F)c1ccccc1F	-4	-5	.
CCOCCn1c(=O)c2c(nc3n2CC(C)CN3c2ccc(OC)cc2OC)n(C)c1=O (stereo not given)	-6	.	-9
COc1ccc2nc(-c3ccc(C)c(NC(=O)Nc4cccs4)c3)cn2n1	-6	-5	-7
CCC(=O)N1CCN(c2ccc(Cl)cc2NC(=O)c2cccs2)CC1	3	-1	.
Cc1nc2ncnn2c(C)c1CCC(=O)N1CCCC(Nc2ccccc2)C1 (stereo not given)	-10	5	.
CCc1cccc(C)c1NC(=O)Cn1cnc2sccc2c1=O	-5	-3	.
Following part.
SMILES	hcGAS lum	NPYLR7 agonist	mcGAS lum
COCCN1CCC(C(=O)N(C)Cc2n[nH]c3c2CCCC3)C1 (stereo not given)	-4	9	-16
COc1ccc(C)cc1NC(=O)c1cnc2cc(C)ccn2c1=O	-3	6	-5
COCCN(CC(=O)N(CCc1c[nH]c2ccccc12)Cc1ccc(N(C)C)cc1)C(=O)c1ccc(C)c([N+](=O)[O-])c1	-6	7	-4
CSC1CCCCC1NC(=O)c1cccnc1C (stereo not given)	0	0	.
Cn1nccc1C(=O)N=c1sc2cccc(Cl)c2n1C	-7	.	-10
COCCN(CC1CN(Cc2ccccc2C(F)(F)F)CC1c1ccc(C)cc1)C(C)=O (stereo not given)	0	5	.
CC1=NCCN1S(=O)(=O)c1cc(Cl)ccc1Cl	-14	-2	-2
COc1cc(C=NNc2ncc(C(F)(F)F)cc2Cl)cc(OC)c1OC	-2	-21	.
Cc1nc(N2CCC(C(=O)N3CCCC(OCc4cccnc4)C3)CC2)nc2ccc(C(C)C)cc12 (stereo not given)	-6	18	-12
O=S(=O)(c1ccc(C(F)(F)F)cc1Cl)N1CCN(c2c3c(nc4ncnn24)CCC3)CC1	-3	0	-6
Cc1ccc(C(CNC(=O)c2nn(C)c3c2CCCC3)N(C)C)o1 (stereo not given)	-15	-3	.
COc1ccc(CNC(=O)/C(C#N)=C/N2CCN(c3cccc(C)c3C)CC2)cc1	-5	4	.
COc1ccc(S(=O)(=O)N2CCOCC2)cc1N=Cc1ccc2c(c1)OCO2	-10	2	.
O=C(CCNS(=O)(=O)c1ccc(Br)cc1)Nc1ccc2c(c1)CCO2	0	1	.
COCCNc1nc(-c2ccccc2CO)c2sc(-c3ccccc3)cc2n1	-9	7	.
CC(C)(C)C(=O)NCc1ccc(Oc2ccccc2)nc1	-14	9	.
O=C(COC(=O)C=Cc1ccc(Br)o1)NCCCN1CCCC1=O	-5	2	-4
CCc1nc2n(n1)C(=O)C(C(c1ccc(C)cc1)N1CCC(C)CC1)S2 (stereo not given)	-4	0	-7
NC(=O)CN(CCC1CCCCC1)C(=O)c1nccn2ccnc12	-13	3	.
O=C(N[C@@H]1CCCCC1NC(=O)C1CCCN(C(=O)CCc2ccccc2)C1)c1ccc(F)cc1 (stereo not given in full)	-2	-2	-3
CC(C)NC(=O)c1cc(-c2cccs2)n(-c2ccc(F)cc2)n1	-2	15	.
O=C(CN(Cc1ccco1)C(=O)c1cccc(F)c1)Nc1cc(-c2ccccc2)nn1-c1ccccc1	-2	5	-4
CCCCC1CCC(C(=O)Nc2c(C)nc3sccn3c2=O)CC1 (stereo not given)	-8	11	-6
CCOC(C)c1ccc(-c2cncnc2)cc1 (stereo not given)	-8	0	.
COCCN(CC(=O)N(CCc1c[nH]c2ccccc12)Cc1ccccc1OC)S(=O)(=O)c1ccc([N+](=O)[O-])cc1	0	14	-5

Brought forward from above: 4 entries; new compounds follow.
SMILES	hcGAS lum	NPYLR7 agonist	mcGAS lum
O=C(CN(Cc1ccco1)C(=O)c1cccc(F)c1)Nc1cc(-c2ccccc2)nn1-c1ccccc1	-2	5	-4
CCCCC1CCC(C(=O)Nc2c(C)nc3sccn3c2=O)CC1 (stereo not given)	-8	11	-6
CCOC(C)c1ccc(-c2cncnc2)cc1 (stereo not given)	-8	0	.
COCCN(CC(=O)N(CCc1c[nH]c2ccccc12)Cc1ccccc1OC)S(=O)(=O)c1ccc([N+](=O)[O-])cc1	0	14	-5
CC1ON=C(c2ccco2)N(C/C=C/c2ccccc2)C1=O (stereo not given)	0	6	.
COc1ccc(Br)cc1-c1noc(C(F)(F)F)n1	-5	1	.
COc1ccccc1-c1cc2c(SCC(=O)Nc3c(C)cccc3C)nccn2n1	4	-3	4
O=C(Cc1ccc(F)cc1)NCC1CCN(c2nc(Cc3ccc(F)cc3)ns2)CC1	-7	11	-7
C=CCn1c(SCc2ccc(C(=O)NCc3ccco3)cc2)nnc1-c1ccco1	-4	17	-7
Cc1nc(-c2ccc(NS(=O)(=O)C3=Cc4ccccc4CC3)cc2)cs1	-3	8	.
COc1ccc(NC(=O)CC(c2ccccc2)c2ccc(C)cc2O)cc1 (stereo not given)	7	10	.
Cc1nc2c(OCc3ccccc3)cccn2c1CC#N	-1	-1	-5
CN(Cc1ccc(Br)s1)C(=O)C1(c2ccc(F)cc2)CCCC1	3	0	1
CCc1nn2c(nnc3c(=O)n(Cc4cccnc4)ccc32)c1-c1ccc(Cl)cc1	-10	11	.
COc1cc(=O)n2c(c1C(=O)NC(C)c1ccco1)CCN(Cc1cc3ccccc3s1)CC2 (stereo not given)	1	7	-6
CC(CCO)CNC(=O)c1cc(C(C)C)no1 (stereo not given)	-9	5	.
O=C(CCCOc1cccc(Cl)c1Cl)N1CCN(C2CCOC2)CC1 (stereo not given)	-4	7	.
CCN(Cc1ccccc1)c1nc(-c2cccc(F)c2F)nc2ccccc12	4	0	-2
O=C(c1ccco1)N1CCCN(Cc2nc(-c3ccc4c(c3)OCO4)no2)CC1	0	-2	-1
Cc1cc2oc(=O)cc(C)c2cc1NC(=O)c1cnccc1C	-7	1	.
Cc1c(C(=O)OCc2ccc(Cl)cc2)nnn1-c1cccc(Cl)c1	-8	-3	-9
O=C(O)C1CCN(c2cncc3nnnn23)CC1	-9	-2	-16
O=c1oc2ccccc2n1CCN1CCc2[nH]cnc2C1c1ccccn1 (stereo not given)	-4&-10	3&18	.
CCn1c(=O)c2c(nc3n(CC)c(C)c(C)n23)n(C)c1=O	-5	-1	.
O=C(CCc1ccco1)Nc1ccc2c(c1)OCCCO2	-5	-6	.
CNC(=O)[C@@H]1C[C@H]2CN(c3ccccc3)C(=O)c3cccc(c32)N1C(=O)c1cccs1	-11	-3	-8
CCCn1cc(C(=O)N2CCN(c3ccccc3)CC2)c2nn(-c3ccccc3)c(=O)c-2c1	-3	5	-7
Nc1c(C(=O)NC2CC2)sc2nc3c(c(-c4ccco4)c12)CCC3=Cc1ccco1	-8	-1	-3
Cn1nc(C(=O)Nc2ccnn2Cc2cc(Br)cs2)ccc1=O	-4	3	-6

Grouped by structure: the entries above containing a Cl atom.
SMILES	hcGAS lum	NPYLR7 agonist	mcGAS lum
CCC(C)N(CC1CN(C(=O)Nc2cccc(Cl)c2)CCO1)C(=O)c1ccccc1OC (stereo not given)	0	.	-2
CCC(=O)N1CCN(c2ccc(Cl)cc2NC(=O)c2cccs2)CC1	3	-1	.
Cn1nccc1C(=O)N=c1sc2cccc(Cl)c2n1C	-7	.	-10
CC1=NCCN1S(=O)(=O)c1cc(Cl)ccc1Cl	-14	-2	-2
COc1cc(C=NNc2ncc(C(F)(F)F)cc2Cl)cc(OC)c1OC	-2	-21	.
O=S(=O)(c1ccc(C(F)(F)F)cc1Cl)N1CCN(c2c3c(nc4ncnn24)CCC3)CC1	-3	0	-6
CCc1nn2c(nnc3c(=O)n(Cc4cccnc4)ccc32)c1-c1ccc(Cl)cc1	-10	11	.
O=C(CCCOc1cccc(Cl)c1Cl)N1CCN(C2CCOC2)CC1 (stereo not given)	-4	7	.
Cc1c(C(=O)OCc2ccc(Cl)cc2)nnn1-c1cccc(Cl)c1	-8	-3	-9

Additional compounds follow.
SMILES	hcGAS lum	NPYLR7 agonist	mcGAS lum
CC1CCCN1CC(=O)NCC1(c2ccc3c(c2)OCO3)CC1 (stereo not given)	-3	4	-3
COc1ccc(S(=O)(=O)N(CC(=O)N(Cc2ccccc2)Cc2cccn2Cc2ccc(F)cc2)CC(C)C)cc1	-5	2	-6
CS(=O)(=O)c1ccc([N+](=O)[O-])cc1	5	7	.
CC1(C)C2(c3nc(Cc4c(F)cccc4Cl)no3)CC[C@@]1(C)C(=O)O2	-5	17	-9
CS(=O)(=O)c1ccc(Cl)c(S(=O)(=O)Oc2cccc(F)c2)c1	-11	-5	.
O=C(/C=C/Nc1ccc(Cl)c([N+](=O)[O-])c1)c1ccc(Cl)cc1Cl	-2	5	.
CCC1CC(=O)NCc2nc3sc(C)cn3c21 (stereo not given)	-11	12	.
O=C(/C(=C/c1ccc([N+](=O)[O-])cc1)n1cncn1)c1ccc(Cl)cc1Cl	-13	20	.
CC(Sc1nn(-c2ccccc2)c(=S)s1)C(=O)N(C)C (stereo not given)	-8	6	.
CCCn1ccnc1CN1CCN2C(=O)CN(C)C(=O)C2C1 (stereo not given)	-10	8	.
Cc1ccc(C(C)NC(=O)c2ccc(N(C)C)cc2)o1 (stereo not given)	-3	-10	.
COc1ccc(S(=O)(=O)NCC2CCCN(C(=O)c3cccnc3C)C2)cc1 (stereo not given)	-6	-2	.
O=C(NCC1(c2ccc(F)cc2)CCCC1)Nc1nncs1	-5	6	.
NC(=O)c1csc(N2CCOC(C(F)(F)F)C2)n1 (stereo not given)	-3	.	-14
Cc1[nH]n(-c2ccccc2)c(=O)c1N=Nc1cc(Cl)ccc1Cl	-4	-7	-5
CCOc1ccc(-c2ccnc(N3CCN(S(=O)(=O)c4ccc(Cl)cc4)CC3)n2)cc1	-8	5	-7
Cc1ccccc1NC(=O)NCCN1CCN(c2nc(Cc3ccc(F)cc3)ns2)CC1	-6	-3	-6
O=C(c1cc(F)ccc1F)C1CCCN(Cc2cccc3cnccc23)C1 (stereo not given)	-1	-6	.
Cc1ccccc1N1C(=O)CSC1c1cccc(NC(=O)Nc2ccccc2F)c1 (stereo not given)	6	6	0
CC1(C)CC2(CC(C)(C)N1)OC(=O)N(C1CC1)C2(C)O (stereo not given)	-2	4	.
CC(C)(C)C(=O)C=C1Nc2ccccc2SC1(O)CC(=O)C(C)(C)C (stereo not given)	-8	1	.
CCOc1cccc(CN2CCCC(CNC(=O)c3cccc(OC)c3OC)C2)c1 (stereo not given)	-9	-6	.
CCc1nc(C)nc(N2CCN(C(=O)NC(C)(C)C)CC2)c1Cc1ccc(F)cc1	-5	12	-4
CCN(C)c1nc(C)nc2c1CN(C(=O)c1c(OC)cccc1OC)CC2	-8	-7	-6
CC(C)C(NS(=O)(=O)c1ccccc1C#N)c1ccccc1 (stereo not given)	-4	-8	.

Some of the entries so far, field by field:
> CS(=O)(=O)c1ccc([N+](=O)[O-])cc1
  hcGAS lum: 5
  NPYLR7 agonist: 7
  mcGAS lum: .

> NC(=O)c1csc(N2CCOC(C(F)(F)F)C2)n1 (stereo not given)
  hcGAS lum: -3
  NPYLR7 agonist: .
  mcGAS lum: -14

Next part
SMILES	hcGAS lum	NPYLR7 agonist	mcGAS lum
CN(CCCNC(=O)c1ccc(-c2cc(-c3cccc4c3OCCO4)[nH]n2)cc1)c1ccccc1	0	.	-5
COc1ccc(CCNC(=O)CCn2c(=O)sc3ccccc32)cc1OC	-4	2	-8
CC(C)(C)NCC(=O)Nc1c2c(nc3c1CCC3)CCC2	3	9	1
CC1(C(=O)NS(=O)(=O)Cc2cccc(Cl)c2)CCN1C(=O)CC1CC1 (stereo not given)	-10	-1	.
Nc1nc(-c2ccc(-c3ccccc3CN3CCOCC3)cc2)cs1	-8	4	.
COc1ccc(OCc2cc(C(=O)N3CC4C[C@@H]5CC3C[C@H](C4)C5)no2)c(Cl)c1	-12	0	.
CCOc1ccc(NC(=O)N(CCC(C)C)Cc2ccc(OS(C)(=O)=O)cc2)cc1	1	15	-3
CC1(Cc2ccccc2OC(F)(F)F)C(=O)Nc2ccc(-c3cccc(C(F)(F)F)c3)cc21 (stereo not given)	1	-2	-1

High-throughput results from PubChem.

This is a random part of the collection, and some 0.26% of all compounds hit somewhere here.
